UPR CHOP act: apoptotic UPR (CHOP) activation; activation, % at 10 µM; 0.34% of 330,000 active; CHO-CHOP luciferase reporter, luminescence; percent of tunicamycin response over DMSO baseline;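 active = at 10 µM dose, activation of 40% or more, normalized to positive control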;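 note: 100% = tunicamycin at 10 µg/mL and 0% = DMSO alone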
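measured by = luciferase luminescence | assay system = CHO-CHOP cells, stable luciferase reporter of PERK-eIF2a-CHOP signalling | amount = 500 reporter cells seeded per well | timing = 6 h compound exposure at 37 °C after overnight seeding | controls = positive tunicamycin 10 µg/mL, negative DMSO alone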
697 NFkB inh: inhibitors of the PMA/ionomycin-induced NF-kB reporter in 697 B cells. 0.33% of 330,000 active. inhibition, % at 4 µM. AID 435022. 697 B-cell NF-kB luciferase reporter, 16 h; in the data active = inhibition above about 35%
XBP1 UPR activ: adaptive UPR (XBP1) activation; activation, % at 20 µM; 0.33% of 330,000 active; AID 463104; CHO-XBP1 luciferase reporter, IRE1-XBP1 UPR activation, luminescence; percent of tunicamycin response, DMSO as zero;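 active = versus positive control, 20 µM dose yields 30% or more activation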;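 note: 100% = tunicamycin at 10 µg/mL and 0% = DMSO only wells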
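assay system = CHO-XBP1 luciferase reporter cells | amount = 1000 cells/well | buffer or medium = F12 plus 10% FBS | compound dosing = single point, 20 µM final compound, 1% DMSO | incubation = 16-18 h cell attachment at 37 °C, then 6 h compound exposure | detection = Steady-Glo luminescence read | controls = tunicamycin 10 µg/mL and vehicle-only wells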
tim23-1 inh: inhibits growth of tim23-1 mutant yeast; inhibition, % at 20 µM; S. cerevisiae tim23-1 growth, BacTiter-Glo luminescence, 24 h; 1.3% of 330,000 active; AID 463212;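 active = growth inhibition of the mutant yeast at or above 50%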;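 note: temperature-sensitive mutant grown at 25 °C; plate controls were DMSO-treated mutant yeast for no effect and medium wells lacking yeast for full effect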
Mdm2-MdmX inh: human Mdm2/MdmX binding inhibition; SaOS-2 split-luciferase Mdm2/MdmX complementation, luminescence; inhibition, % at 8 µM; 3% of 330,000 active;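 active = inhibition of at least 50% at 8 µM in the primary screen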
Target sequence (O15151 whole entry, looked up): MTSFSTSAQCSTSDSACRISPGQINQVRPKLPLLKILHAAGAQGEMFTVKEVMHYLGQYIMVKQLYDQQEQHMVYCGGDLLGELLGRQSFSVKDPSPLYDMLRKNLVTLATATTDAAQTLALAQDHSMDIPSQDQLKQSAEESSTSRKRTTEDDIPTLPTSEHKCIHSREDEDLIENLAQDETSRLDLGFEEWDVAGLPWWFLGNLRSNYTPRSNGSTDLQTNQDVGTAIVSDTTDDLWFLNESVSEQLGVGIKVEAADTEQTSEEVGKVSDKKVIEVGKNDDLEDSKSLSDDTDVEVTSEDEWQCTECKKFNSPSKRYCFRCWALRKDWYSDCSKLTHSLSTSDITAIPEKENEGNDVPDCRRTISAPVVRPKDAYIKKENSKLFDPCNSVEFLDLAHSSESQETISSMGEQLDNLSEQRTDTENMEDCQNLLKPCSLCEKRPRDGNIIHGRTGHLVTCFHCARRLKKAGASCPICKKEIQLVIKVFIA
Target sequence (Q00987 whole entry, looked up): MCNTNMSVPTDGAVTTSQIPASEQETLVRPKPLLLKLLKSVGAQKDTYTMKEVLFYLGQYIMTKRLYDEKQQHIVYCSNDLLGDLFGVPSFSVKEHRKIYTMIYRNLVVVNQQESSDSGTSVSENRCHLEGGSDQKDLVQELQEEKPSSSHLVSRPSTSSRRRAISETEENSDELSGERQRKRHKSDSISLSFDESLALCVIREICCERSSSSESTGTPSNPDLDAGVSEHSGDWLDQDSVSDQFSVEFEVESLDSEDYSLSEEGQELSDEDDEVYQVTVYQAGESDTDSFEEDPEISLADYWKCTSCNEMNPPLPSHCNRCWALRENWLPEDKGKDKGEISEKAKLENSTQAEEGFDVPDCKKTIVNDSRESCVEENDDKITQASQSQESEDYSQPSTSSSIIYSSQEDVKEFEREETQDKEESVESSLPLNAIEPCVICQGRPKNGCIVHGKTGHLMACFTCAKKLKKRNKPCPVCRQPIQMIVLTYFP
TIM10 inh: inhibits growth of TIM10 yeast strain. 1.4% of 330,000 active. S. cerevisiae TIM10 strain growth, BacTiter-Glo luminescence, 24 h. inhibition, % at 10 µM;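 active = inhibition of 40% or more at the single tested concentration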;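 note: wild-type TIM10 isogenic control strain grown at permissive 25 °C; 0% = DMSO yeast wells and 100% = minimal medium wells without yeast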
tim10-1 inh: growth inhibitors of tim10-1 mutant yeast; S. cerevisiae tim10-1 ts strain growth, BacTiter-Glo, 24 h; inhibition, % at 20 µM; 2.2% of 330,000 active;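 active = inhibition of at least 40%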;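 note: mutant grown at 25 °C; 0% = DMSO wells with yeast and 100% = wells holding no yeast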
Jurkat NFkB inh: lowers PMA/ionomycin-induced NF-kB signal in Jurkat cells | PMA/ionomycin-induced NF-kB luciferase reporter, luminescence | 0.53% of 330,000 active | inhibition, % at 4 µM | AID 435003; in the data active = inhibition above about 50%
The depositor's hits bear a star.

Compound | UPR CHOP act | 697 NFkB inh | XBP1 UPR activ | tim23-1 inh | Mdm2-MdmX inh | TIM10 inh | tim10-1 inh | Jurkat NFkB inh
Fc1ccc2c(-c3cccc(C(F)(F)F)c3)c(-c3ccccc3)ncc2c1 | 1.3 | -2 | -2 | 26 | 8 | 10 | 18 | -4
O=C(NC1CC2CCC(C1)N2Cc1ccccc1)c1ccccc1Cl (stereo unspecified) | -0.6 | -3 | -3 | 4 | -26 | -18 | -8 | 4
COC(=O)c1cc(OC)c(OC)cc1NC(=O)Cc1ccccc1[N+](=O)[O-] | -0.5 | 5 | -2 | 23 | 16 | 25 | 26 | 14
CC1(C)Cc2nc3sc4c(=O)n(Cc5ccccc5)cnc4c3cc2CS1 | 2.2 | -5 | 1 | 23 | -2 | 20 | 26 | 15
Cc1ccc(Nc2nc(COC(=O)COc3ccc(C=O)cc3)cs2)cc1 | 4.4 | -64 | 0 | 13 | -15 | 20 | 35 | -32
O=C(c1ccc(Cl)cc1)C(CN1CCCC1)c1ccccc1 (stereo unspecified) | 151* | -113 | 0 | 57* | 71* | 46* | 62* | 8
CCc1ccc(CNC(=O)C2CC(=O)N(C3CCCC3)C2)cc1 (stereo unspecified) | -1.4 | -16 | 0 | -2 | 8 | 2 | -21 | 10
Cc1ccc(OC(=O)c2ccc([N+](=O)[O-])cc2Cl)cn1 | -0.8 | 2 | -6 | 22 | -2 | 13 | 43* | -14
C=CC[C@@H](CC(=O)NCCO)C(=O)N[C@@H](C)COC(=O)[C@H](CC=C)CC(=O)OC(C)(C)C | -1.0 | -12 | 1 | -13 | 12 | 4 | -12 | -6
CC(=O)NCc1ccc(C(=O)CSc2nnc(-c3ccncc3)n2Cc2ccccc2)o1 | 1.6 | 10 | 1 | 13 | -2 | 20 | 16 | 4
S=C(NCc1ccco1)Nc1ccc(Oc2ccccc2)cc1 | 0.0 | -12 | 0 | 26 | -1 | 46* | 45* | -13
CC(=O)c1sc2nc(SCC(=O)NCCc3ccccc3)[nH]c(=O)c2c1C | 2.4 | -5 | -2 | 2 | 15 | 12 | -4 | 10
O=C(O)CCN1CCc2ccccc2C1c1cccs1 (stereo unspecified) | -2.0 | 6 | -1 | -7 | 16 | 8 | 12 | 11
O=C(c1cccnc1)N1CCC(c2nc3ccccc3[nH]2)CC1 | 1.0 | 12 | 0 | 8 | -34 | 15 | 8 | -5
O=S(=O)(/N=C(/Nc1cccc2ccccc12)c1ccc(F)cc1)c1ccccc1 | 3.5 | 16 | -2 | 32 | 7 | 22 | 39 | -10
CC(Sc1nnc(-c2ccccc2)c(-c2ccccc2)n1)C(=O)Nc1ncc(Cl)cc1Cl (stereo unspecified) | 0.0 | -7 | 0 | 12 | 12 | -2 | 0 | -3
Cc1ccc(C(=O)N2CCC3(CC2)Oc2ccc(Cl)cc2C(=O)C32CC(c3cccnc3)=NO2)s1 (stereo unspecified) | 1.1 | 12 | -1 | 16 | 15 | 6 | 19 | 0
C/C(NCCN1CCOCC1)=C(\C#N)C(N)=O | -1.9 | 0 | 2 | 9 | 14 | 0 | 5 | -2
CCc1cc2cccc(C)c2nc1SCC(=O)N1CCN(C(=O)c2ccco2)CC1 | -1.2 | 8 | 0 | 57* | 41 | 5 | 30 | -10
O=C1OC(c2ccc(O)cc2)(c2ccc(O)cc2)c2ccccc21 | -0.9 | 3 | -8 | -1 | 17 | 13 | 8 | -2
COc1ccc(Oc2ccc3c(C(F)(F)F)cc(C(F)(F)F)nc3n2)cc1 | -2.5 | -1 | 3 | 28 | 17 | 5 | 23 | -6
COc1ccc(C)cc1NC(=S)Nc1ccccc1SC | 0.8 | 6 | -2 | -7 | 12 | -2 | -4 | -3
Cc1oc(-c2ccc(F)cc2)cc1-c1nn2c(-c3ccoc3C)nnc2s1 | -1.1 | -4 | 1 | -17 | -12 | -3 | 17 | -21
CCn1c(C(=O)N2CCC(C(=O)NCc3ccc4c(c3)OCO4)CC2)cc2sccc21 | 4.3 | -32 | -2 | 15 | -12 | 6 | 21 | 5
CCCCCn1c(SCC(=O)OC)nc2c1c(=O)[nH]c(=O)n2C | 1.8 | 7 | -2 | 17 | -1 | 6 | 2 | 3
CCn1c(NCc2ccc(OC)cc2)nc2ccccc21 | 2.1 | -25 | 0 | -12 | -5 | -10 | -1 | -13
COc1cc(OC)cc(C(=O)N/N=C2/SCC(=O)N2Cc2ccco2)c1 | -0.8 | 28 | -1 | 14 | 20 | 6 | -3 | 1
Nc1c(C(=O)c2ccc(F)cc2)oc2ccccc12 | 2.0 | -15 | 2 | 30 | -43 | 25 | 45* | -32
Cn1c(/C=N/O)nc2ccccc21 | 2.5 | 11 | 1 | 2 | -31 | -2 | -18 | -8
COc1ccnc(Oc2ccc(F)cc2)c1C(=O)N/C=N/OCc1c(Cl)cccc1Cl | -0.8 | -1 | -1 | 20 | -21 | 13 | 22 | -10
COc1ccc(C(=O)Nc2ccc(Cn3ccnc3)cc2)cc1OC | 3.1 | -7 | -4 | 15 | 4 | -10 | 10 | -19
CCC1(c2ccc(F)cc2)NC(=O)N(CC(=O)c2cc(C)n(C3CC3)c2C)C1=O (stereo unspecified) | 0.0 | 1 | -4 | 31 | -2 | -2 | 0 | 9
CCC(=O)Nc1nnc(SCC(=O)NCc2ccc3c(c2)OCO3)s1 | -0.9 | -19 | -1 | -1 | 19 | -6 | -28 | -1
CN1C(N)=NC(=O)/C1=C\c1ccc(Br)cc1 | -0.8 | 5 | 4 | 11 | -3 | -1 | 9 | -5
O=C(CCN1C(=O)C2CC=CCC2C1=O)Nc1nccs1 (stereo unspecified) | 2.5 | 6 | -1 | 9 | 35 | 8 | 8 | -7
CC(=O)N1CCC(C(=O)Nc2ccc(S(=O)(=O)N3CCCC(C)C3)cc2)CC1 (stereo unspecified) | 0.4 | -35 | -1 | 3 | 9 | -1 | 10 | 17
COc1ccccc1NC(=O)CCC(=O)Nc1nnc(C2CCCCC2)s1 | 2.9 | -1 | -5 | 17 | 3 | 15 | 14 | 8
N#CCC(=O)Nc1ccc(C(=O)NCc2ccccn2)cc1 | -0.8 | -4 | -2 | 6 | -5 | 9 | 4 | -2
O=C(CN1CCC(O)(c2ccc3c(c2)OCO3)CC1)OC1CCCCC1 | 0.5 | 8 | 2 | -18 | 4 | -9 | -5 | -1
CCN(CC)C(=O)c1ccc(O)c(OC)c1 | 1.8 | 6 | -9 | -3 | 23 | 1 | -15 | 1

An excerpt of these results, with two lines to a compound.
Value order – UPR CHOP act, 697 NFkB inh, XBP1 UPR activ, tim23-1 inh, Mdm2-MdmX inh, TIM10 inh, tim10-1 inh, Jurkat NFkB inh
> Nc1c(C(=O)c2ccc(F)cc2)oc2ccccc12
 : 2.0, -15, 2, 30, -43, 25, 45*, -32
> Cn1c(/C=N/O)nc2ccccc21
 : 2.5, 11, 1, 2, -31, -2, -18, -8
> COc1ccnc(Oc2ccc(F)cc2)c1C(=O)N/C=N/OCc1c(Cl)cccc1Cl
 : -0.8, -1, -1, 20, -21, 13, 22, -10
> COc1ccc(C(=O)Nc2ccc(Cn3ccnc3)cc2)cc1OC
 : 3.1, -7, -4, 15, 4, -10, 10, -19
> CCC1(c2ccc(F)cc2)NC(=O)N(CC(=O)c2cc(C)n(C3CC3)c2C)C1=O (stereo unspecified)
 : 0.0, 1, -4, 31, -2, -2, 0, 9
> CCC(=O)Nc1nnc(SCC(=O)NCc2ccc3c(c2)OCO3)s1
 : -0.9, -19, -1, -1, 19, -6, -28, -1
> CN1C(N)=NC(=O)/C1=C\c1ccc(Br)cc1
 : -0.8, 5, 4, 11, -3, -1, 9, -5
> O=C(CCN1C(=O)C2CC=CCC2C1=O)Nc1nccs1 (stereo unspecified)
 : 2.5, 6, -1, 9, 35, 8, 8, -7
> CC(=O)N1CCC(C(=O)Nc2ccc(S(=O)(=O)N3CCCC(C)C3)cc2)CC1 (stereo unspecified)
 : 0.4, -35, -1, 3, 9, -1, 10, 17
> COc1ccccc1NC(=O)CCC(=O)Nc1nnc(C2CCCCC2)s1
 : 2.9, -1, -5, 17, 3, 15, 14, 8
> N#CCC(=O)Nc1ccc(C(=O)NCc2ccccn2)cc1
 : -0.8, -4, -2, 6, -5, 9, 4, -2
> O=C(CN1CCC(O)(c2ccc3c(c2)OCO3)CC1)OC1CCCCC1
 : 0.5, 8, 2, -18, 4, -9, -5, -1

(list continues)
Compound | UPR CHOP act | 697 NFkB inh | XBP1 UPR activ | tim23-1 inh | Mdm2-MdmX inh | TIM10 inh | tim10-1 inh | Jurkat NFkB inh
Cc1ccc(S(=O)(=O)N2CCCN(Cc3nc4ccccc4c(=O)[nH]3)CC2)cc1 | -0.5 | 15 | -1 | 30 | 9 | 12 | 34 | 14
Cc1ccc(F)cc1NC(=O)c1ccc(NS(=O)(=O)c2ccc(Br)s2)cc1 | 0.6 | -4 | -1 | 15 | -1 | 11 | 10 | -13
CCCC(=O)N/N=C1\CS(=O)(=O)N(C)c2ccsc21 | -1.1 | -3 | 1 | 7 | 6 | -7 | 2 | 2
C=CC[C@]12C=C(OC)C(=O)C=C1O[C@@H](c1ccc3c(c1)OCO3)[C@H]2C | 1.3 | 15 | -2 | 31 | 2 | 16 | 23 | 3
O=C(Nc1cccc([N+](=O)[O-])c1)N1CCc2ccccc2C1 | 4.6 | -19 | -3 | 30 | -1 | -11 | 13 | -43
Cc1ccc(C)c(NC(=O)CSc2ncnc3nc[nH]c23)c1 | -2.2 | 6 | -2 | -6 | 6 | -4 | -18 | 10
CSCC(O)Cn1[nH]c(=O)c2cc(Cl)c(Cl)cc2c1=O (stereo unspecified) | -0.4 | -14 | 1 | -11 | -43 | 3 | -7 | -10
CCN1C(=O)/C(=C/c2nc3ccccc3c(=O)n2-c2ccc(C)cc2)c2ccccc21 | 17 | -49 | 5 | 52* | 83* | 10 | 40 | -22
O=C(O)c1ccc(CSc2nnnn2C2CCCCC2)cc1 | 2.1 | 7 | 0 | 1 | -16 | 7 | 16 | 10
COc1ccc(CCNC(=S)NCc2ccc(Cl)c(Cl)c2)cc1OC | -1.7 | -10 | -3 | 10 | 11 | -2 | 23 | -1
CCOc1cccc(NC(=O)C2CCCN(S(=O)(=O)c3ccc(-n4cnnn4)cc3)C2)c1 (stereo unspecified) | -2.0 | -7 | -3 | -17 | 15 | -20 | 17 | -4
O=C(N/N=C/C(Br)=C/c1ccccc1)C1CC1 | 2.7 | -9 | 10 | 44 | -38 | 29 | 14 | -30
COc1cccc(NC(=O)CSc2nc3ccccc3c(=O)n2C)c1 | 0.6 | -26 | -6 | 10 | 12 | -14 | -18 | 23
COc1cc(Br)cc(/C=N/N(CCO)C2=NS(=O)(=O)c3ccccc32)c1OC | 3.1 | 2 | 9 | 23 | 21 | 18 | 19 | -7
O=C1CC(=C2c3ccccc3-c3ccccc32)C(=O)N1CCCCN1CCN(c2ccccc2)CC1 | 0.2 | -9 | -4 | 22 | 17 | 28 | 8 | 13
Cc1ccccc1C(=O)N1CCC(C(=O)Nc2ccccc2N2CCCC2)CC1 | -0.7 | -12 | 0 | 4 | 10 | -2 | -9 | 5

Screens: PubChem, Sanford-Burnham Center for Chemical Genomics
